# Assay outcomes as filed in PubChem.
# ROC1-CUL1 inh: inhibitors of human ROC1-CUL1 ubiquitin ligase activity; 140,000 tested, 0.6% active; in vitro K48 di-Ub FRET, acceptor:donor ratio, 45 min; inhibition, % at 10 µM; in the data active means inhibition above about 25%
# Target sequence (P62877 whole entry, looked up): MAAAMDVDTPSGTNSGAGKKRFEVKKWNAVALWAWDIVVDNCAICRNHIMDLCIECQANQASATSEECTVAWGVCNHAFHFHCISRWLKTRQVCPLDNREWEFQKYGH
# Target sequence (Q13616 whole entry, looked up): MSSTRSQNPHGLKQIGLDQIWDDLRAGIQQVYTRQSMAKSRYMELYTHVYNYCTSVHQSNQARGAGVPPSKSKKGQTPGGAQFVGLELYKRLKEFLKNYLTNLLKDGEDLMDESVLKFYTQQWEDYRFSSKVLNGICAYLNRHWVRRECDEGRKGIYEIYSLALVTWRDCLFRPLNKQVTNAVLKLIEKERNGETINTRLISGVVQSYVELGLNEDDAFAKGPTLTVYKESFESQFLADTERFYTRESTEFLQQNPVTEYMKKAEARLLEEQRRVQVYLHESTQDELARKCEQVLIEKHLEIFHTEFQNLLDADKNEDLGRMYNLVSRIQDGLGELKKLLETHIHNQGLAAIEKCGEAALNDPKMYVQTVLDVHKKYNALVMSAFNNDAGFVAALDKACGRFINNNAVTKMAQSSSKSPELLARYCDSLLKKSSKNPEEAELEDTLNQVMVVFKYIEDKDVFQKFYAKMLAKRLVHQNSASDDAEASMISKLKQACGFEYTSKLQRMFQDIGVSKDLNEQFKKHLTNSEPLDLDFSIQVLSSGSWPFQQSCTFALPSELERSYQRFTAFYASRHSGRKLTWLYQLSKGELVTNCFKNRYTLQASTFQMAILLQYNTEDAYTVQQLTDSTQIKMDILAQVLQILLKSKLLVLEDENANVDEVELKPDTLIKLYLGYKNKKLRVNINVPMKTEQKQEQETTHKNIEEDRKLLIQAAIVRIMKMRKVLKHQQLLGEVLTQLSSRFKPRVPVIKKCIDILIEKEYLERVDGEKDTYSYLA
# * hit, by the source's call; & = joins results of further samples.
SMILES,ROC1-CUL1 inh
CC(C)(C)OC(=O)N1CCC(c2c(C(=O)NCc3cccs3)cnn2-c2cccc(F)c2)CC1,11
COc1ccc(CCC(=O)NC2CC(=O)N(c3ccccc3)C2)cc1 (stereo not given),-6
Cc1ccc(CN(c2ccc(C(=O)Nc3ccccc3-c3ccccc3)cc2)S(C)(=O)=O)cc1,-6
C=CCNC(=O)c1ccccc1NC(=O)CSCc1ccc(C)cc1,-6
CC(C)(C)c1ccc(CSc2nnc(NC(=O)c3ccccc3Cl)s2)cc1,0
O=C(Cc1cn2ccsc2n1)N1CCc2onc(-c3ccccc3F)c2C1,6
CCCc1[nH]nc2c1C(c1cccnc1)C(C#N)C(=N)O2 (stereo not given),-8
CSc1nnc2c(n1)OC(c1ccccc1)Nc1ccc(Br)cc1-2 (stereo not given),-2
Cc1ccc(NC(=O)CN(c2ccc(C)cc2)S(=O)(=O)c2cccc3nonc23)cc1,-2
CCOc1ccc(NC(=O)Cn2c(=O)n(Cc3ccco3)c(=O)c3ccc(C(=O)NC4CCCC4)cc32)cc1,5
O=C(CCCCc1ccccc1)Nc1ccc(N2CCC(NCC3COCCO3)CC2)cc1 (stereo not given),7
COCCCn1c(C(=O)N2CCCC2)cc2c(=O)n3ccccc3nc21,-4
Cn1cc(S(=O)(=O)c2ccc(Cl)cc2)c(=O)c2cc(F)c(N3CCOCC3)cc21,10
Cc1ccc(Cl)cc1NC(=O)CN1CCCCCC1,-11
O=C1/C(=C\c2cccs2)N=C(c2ccccc2)N1Nc1ccccc1,-10
Cc1ccc(C(=O)Nc2cccc(Cl)c2Cl)cc1[N+](=O)[O-],4
O=C1O[C@@H]2CN(Cc3cccnc3)C[C@@H]2N1CCCc1ccc(F)cc1,-3
O=C1NN(c2ccc(Br)cc2)C(=O)/C1=C\c1ccco1,2
Cc1ccc2cccc(OC(=O)CCCC(=O)Oc3cccc4ccc(C)nc34)c2n1,3
Cc1c(Cl)cccc1NC(c1ccc(F)cc1)c1nnc(-c2ccccc2)o1 (stereo not given),5
COc1cc(C(CC(=O)Nc2cc(C)ccc2C)N2Cc3ccccc3C2=O)cc(OC)c1OC (stereo not given),-7
Cc1cccc(N2C(=O)/C(=C/c3cc4c(cc3Br)OCO4)SC2=S)c1,1
Cc1ccc(-n2nc3c(=O)n(CC(=O)NCc4ccco4)nc(C)c3c2C)cc1,-10
CCOc1cc(N)cc(Br)n1,6
COC(=O)[C@H](CO)N1C(=O)[C@@H]2[C@H](C1=O)[C@@H]1C=C[C@H]2C1,-1
Cc1c(C)n2c3c(cc(NC(=O)c4ccccc4)cc13)CCC2,3
CCCn1c(C(=O)OCC)cc([N+](=O)[O-])c1C,1
CCn1c2ccccc2c2cc(NC(=O)COc3cc(C)ccc3C)ccc21,5&-2
C#CC(C)(C)OCC(O)CN1CC(C)CC(C)C1 (stereo not given),3
Cc1cc(C)cc(C(=O)NC2CCN(Cc3ccccc3)CC2)c1,3
CS(=O)(=O)N1CCC(Oc2ccc(C(=O)N3CCCCCC3)cc2Cl)CC1,5
Cc1ccccc1C(=O)NCc1nnc(SCC(=O)Nc2cccc(Cl)c2)n1C,6
CC1CCc2c(sc(NC(=O)Cn3nnc(-c4ccc(C(F)(F)F)cc4)n3)c2C#N)C1 (stereo not given),-12
CCn1c2ccccc2c2cc(CNc3ncn[nH]3)ccc21,-9
C=C(c1ccccc1)C1c2ccccc2Cc2ccccc21,1
Cc1ccc(SCC(=O)N2CCc3ccccc32)cc1,15
CCOCc1cn(CC(=O)c2ccc(Br)cc2)c(C)nc1=N,4
COc1ccc2[nH]c3c(c2c1)CCNC3c1ccccc1Cl (stereo not given),-1
O=C(CC(=O)Nc1cccc(Cl)c1)N/N=C\c1ccccc1[N+](=O)[O-],2
CC(Oc1c(F)c(F)cc(F)c1F)C(=O)Nc1nc(-c2ccc3c(c2)OCCO3)cs1 (stereo not given),6

# Structural class: those above with a tert-butyl group.
SMILES,ROC1-CUL1 inh
CC(C)(C)OC(=O)N1CCC(c2c(C(=O)NCc3cccs3)cnn2-c2cccc(F)c2)CC1,11
CC(C)(C)c1ccc(CSc2nnc(NC(=O)c3ccccc3Cl)s2)cc1,0

# Other entries follow.
SMILES,ROC1-CUL1 inh
Cc1c(CC(=O)NC(C)C2CC2)c2c(n1Cc1ccc(F)cc1)CCCC2=O (stereo not given),4
COCc1ccc(C(=O)Nc2ccc(-c3nc(CNC(=O)C4CCCCC4)c(C)o3)cc2)o1,10
Cc1ccc(COCC(O)CN2CCc3ccccc3C2)cc1 (stereo not given),4
COc1ccccc1-n1cc(CN2CCC3(CC2)CC3C(=O)N(C)CCOc2ccc(C)cc2)cn1 (stereo not given),3
C=CCc1cc(/C=C2\C(=O)NC(=O)N(c3cc(OCC)ccc3OCC)C2=O)cc(OCC)c1O,8
Brc1ccc(/C=C/c2ccc3ccccc3n2)cc1,6
Cc1cccc(NC(=O)C(C)Sc2nc3nc(C)cc(C)n3n2)c1 (stereo not given),7
COC(=O)CCNC(=O)[C@H]1C[C@@](C)(C(=O)OC)N(C)[C@H]1c1ccccc1C,2
CCc1csc(CNC(=O)c2ccc(N3CCCCO3)nc2)n1,13
CCOc1ccccc1-c1nc(CN(C)CC2CC(=O)N(CC)C2)c(C)o1 (stereo not given),9
COc1cccc(CNC(=O)COc2cc(=O)n(C)c3ccccc23)c1,3
CC12CCCCC1C2C(=O)N/N=C/c1ccccc1Cl (stereo not given),0
CCOC(=O)C1=C(C)N=c2s/c(=C\c3cc(I)c(O)c(OC)c3)c(=O)n2C1c1ccc(OC)cc1 (stereo not given),46*
CCOC(=O)C(Sc1nnc(-c2cnn(-c3ccccc3)c2N)o1)C(C)=O (stereo not given),7
Cc1ccc(O)c(-c2ccnn2-c2ccccc2)c1,-2
Cc1ccc(C)c(CN2CCC(CNC(=O)Nc3ccc(Br)cc3F)CC2)c1,4
CCc1c(C)ncnc1-n1nc(C)cc1C,1
CNCCOc1ccc(F)cc1,3
COC(=O)c1cc(C)nc2c1c(=O)nc(SCc1c(C)cc(C)cc1C)n2C1CC1,0
COc1cc(CNc2ccc(N3CCCCC3)cc2)cc(Cl)c1OCc1cccs1,-1
O=C(Nc1cc(Cl)cc(Cl)c1)c1cc(-c2cccs2)nc2ccccc12,8
COc1ccc(-c2cc(C(=O)Nc3sc4c(c3C(N)=O)CCCC4)no2)cc1,6
COC(=O)c1c(-c2cccc(Br)c2)csc1NC(=O)c1cccs1,-5
CCc1ccc(CNC(=O)C(C)n2ccc3cc(S(=O)(=O)N4CCCCCC4)ccc32)cc1 (stereo not given),5
C=CC1(O)CCN(S(=O)(=O)c2ccccc2)c2cc(OC)ccc21 (stereo not given),-2
CCc1cccc(NC(=O)Cn2nc(C)c3sc4ccccc4c3c2=O)c1,6
CCCOC(=O)c1ccc(NC(=O)C2C(=O)c3ccccc3N(CCC)C2=O)cc1 (stereo not given),-2
COc1ccc(-c2c(C)sc(=NC(=O)c3ccccc3)n2-c2ccc(OC)cc2)cc1,9
Cc1ccc(C2CC2c2n[nH]c(=S)n2-c2ccc(C)cc2)cc1 (stereo not given),-2
Cc1noc(CC(Cc2onc(C)c2[N+](=O)[O-])c2ccccc2)c1[N+](=O)[O-],10
CSc1ccc(C2C(C(=O)Nc3ccccc3)C(C)=Nc3nc4ccccc4n32)cc1 (stereo not given),-6
COc1ccc(C2(CNC(=O)C(=O)Nc3ccc(C)c(Cl)c3)CCCC2)cc1OC,12
NC(=O)c1cc2nc(-c3ccccc3)cc(C(F)(F)F)n2n1,14
Cc1[nH]c2c(C)cccc2c(=O)c1CN1CCCC1,6
Cn1cnc(S(=O)(=O)N2CCC(C(=O)NCc3ccc(F)cc3)CC2)c1,-10
CCC(C(=O)Nc1cc(C(=O)OC)ccc1C(=O)OC)c1ccccc1 (stereo not given),8
CCOC(=O)C1=Nc2ccccc2C1=Cc1c(O)n(-c2cc(OC)ccc2OC)c(=O)[nH]c1=O,-4
O=C(O)c1cc(S(=O)(=O)N2CCOCC2)cs1,6
CCOC(=O)c1c(-c2cc(C)ccc2C)csc1NC(=O)c1ccc([N+](=O)[O-])cc1[N+](=O)[O-],-7
Cc1cc2c(cc1C)[n+](C)cn2/N=C/c1ccccc1,-6

# ROC1-CUL1 inh, what is marked active above
SMILES,ROC1-CUL1 inh
CCOC(=O)C1=C(C)N=c2s/c(=C\c3cc(I)c(O)c(OC)c3)c(=O)n2C1c1ccc(OC)cc1 (stereo not given),46*

# New compounds follow
SMILES,ROC1-CUL1 inh
CCOc1ccc(NC(=S)NC(=O)C(c2ccccc2)c2ccccc2)cc1,-3
CN(C)S(=O)(=O)c1cccnc1N1CCN(CCO)CC1,5
COC(=O)c1c(SC)nn(-c2cc(Oc3ccccc3)ncn2)c1N,4
COc1ccc(-c2nc(SCC(=O)c3c(C)n(C)n(-c4ccccc4)c3=O)[nH]c2-c2ccc(OC)cc2)cc1,-8
COc1cc(CNCc2cccs2)cc(Br)c1OC,-2
Cc1nnc(SCCC(=O)Nc2ccc(C(C)(C)C)cc2)s1,5
N#Cc1ccc(C(=O)Nc2cc3nn(-c4ccccc4)nc3cc2Cl)c(F)c1,-13
COc1ccc(-c2noc(C(C)NC(=O)c3ccco3)n2)cc1 (stereo not given),-3
CCOc1ccc(N2C(=O)C(Cc3ccc(OCc4ccccc4F)c(Cl)c3)=NC2=S)cc1,-2
N#Cc1c(N2CCOCC2)nc2c(c1Cl)CCN(C1CCCCC1)C2,-14
Cc1cccc(CNC(=O)Cn2ccc3cc(S(=O)(=O)N4CCCC4)ccc32)c1,-3
Cc1ccc(-c2cnnc(NCc3cn4cc(C)sc4n3)n2)o1,-1
Cc1cc(=O)[nH]c(SC(C(=O)c2ccccc2)c2ccccc2)n1 (stereo not given),-1
CCOC(=O)c1ccc(NC2(c3ccccc3)C(=O)c3ccccc3C2=O)cc1,6
CCOc1ccc2nc(N3CCCC(C(=O)N(C)Cc4nccn4C)C3)nc(C)c2c1 (stereo not given),11
CN(C)CCC1CN(C(=O)C2CCCCC2)CCO1 (stereo not given),2
CC(Oc1cc(Cl)ccc1Cl)C(=O)Nc1ccccc1Cl (stereo not given),12
O=C1CC(N2CCN(c3ccccn3)CC2)C(=O)N1c1ccc(I)cc1 (stereo not given),-9
O=C(c1ccc(NC2CCC2)nc1)N1CCC(Cn2cccn2)CC1,-1
CCOc1ccc(CC(=O)NCCc2csc3nc(-c4ccccc4F)nn23)cc1,-2
CCOC(=O)C1=C(c2ccccc2)N=c2s/c(=C/c3cccc([N+](=O)[O-])c3O)c(=O)n2C1c1ccc(OC)c(OC)c1 (stereo not given),-9
CCCNC(=O)c1c(NC(=O)c2ccccc2)sc2c1CCC(C(C)(C)C)C2 (stereo not given),-3

# 7 entries picked at random from the list so far:
SMILES,ROC1-CUL1 inh
N#Cc1c(N2CCOCC2)nc2c(c1Cl)CCN(C1CCCCC1)C2,-14
CCOc1ccc(NC(=S)NC(=O)C(c2ccccc2)c2ccccc2)cc1,-3
O=C(c1ccc(NC2CCC2)nc1)N1CCC(Cn2cccn2)CC1,-1
CCOc1ccc(CC(=O)NCCc2csc3nc(-c4ccccc4F)nn23)cc1,-2
COc1ccc(-c2nc(SCC(=O)c3c(C)n(C)n(-c4ccccc4)c3=O)[nH]c2-c2ccc(OC)cc2)cc1,-8
CCOc1ccc(N2C(=O)C(Cc3ccc(OCc4ccccc4F)c(Cl)c3)=NC2=S)cc1,-2
CN(C)CCC1CN(C(=O)C2CCCCC2)CCO1 (stereo not given),2

# A portion of the library. The share of hits here may be higher or lower than overall.
